14-3-3 PPI = modulators of human 14-3-3 gamma - Raf peptide interaction | P61981 | FP, 14-3-3gamma / TMR-pS259-Raf peptide binding | inhibition, % at 40 µM | actives 0.19% (n = 160,000) | AID 422; in the data active means inhibition above about 30%;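 further: 0% = protein plus tracer without compound and 100% = blank with tracer alone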
Target sequence (P61981 whole entry, looked up): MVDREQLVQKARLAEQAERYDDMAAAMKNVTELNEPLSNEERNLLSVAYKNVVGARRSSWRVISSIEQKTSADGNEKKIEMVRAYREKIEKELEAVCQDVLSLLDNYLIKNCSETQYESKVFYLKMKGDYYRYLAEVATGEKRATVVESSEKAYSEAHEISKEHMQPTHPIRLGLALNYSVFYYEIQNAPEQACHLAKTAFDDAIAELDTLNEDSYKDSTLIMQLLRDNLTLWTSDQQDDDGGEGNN
Starred values were filed as active, the others as inactive; & = joins results of further samples. Only part of the results is shown; rates above refer to the full screens.

SMILES	14-3-3 PPI
Cc1ccc(C)c(NC(=O)CCN2CC(C)OC(C)C2)c1 (stereo not drawn)	-2&3
CC(C)OC(=O)C(C(=O)C(F)(F)F)c1cc(NS(=O)(=O)c2ccc(Cl)cc2)ccc1O (stereo not drawn)	3
COCCOC(=O)C1=C(C)NC2=C(C(=O)CC(c3cccc(OC)c3)C2)C1c1coc2ccc(C)cc2c1=O (stereo not drawn)	2
O=C(CC1Oc2ccccc2NC1=O)NCCCN1CCCC1=O (stereo not drawn)	-4
COc1cccc(C=Nc2ccc(-c3nc4cc(C)ccc4s3)cc2)c1O	-52
COc1cc(C(=O)NC(c2ccc3c(c2)OCO3)c2cc(Cl)c3cccnc3c2O)cc(OC)c1OC (stereo not drawn)	-2
CC(C(=O)N1CCN(C(=O)C(C)N2C(=O)c3ccccc3C2=O)CC1)N1C(=O)c2ccccc2C1=O (stereo not drawn)	-10
COc1cc(-c2ccc(NC(=O)c3cccc([N+](=O)[O-])c3)c(OC)c2)ccc1NC(=O)c1cccc([N+](=O)[O-])c1	-3
Cc1[nH]c2ccccc2c1SCCNC(=O)c1ccccc1	-5
Cn1cccc1CN1CCN(C(=O)c2cccc(Cl)c2)CC1	-16
Cc1ccc(NS(=O)(=O)c2ccc(C(=O)N3CCCN(C)CC3)cc2)cc1	1
Cc1ccc(CNC(=O)CCn2c(=S)[nH]c3cc4c(cc3c2=O)OCO4)cc1	-8
CCC(C)NC(=O)C1CCN(Cc2nc(-c3cccc(Br)c3)oc2C)CC1 (stereo not drawn)	-9
COc1ccccc1-c1cc(C(=O)Nc2c(C)nn(Cc3ccc(C)cc3)c2C)no1	-5
CSc1nc(-c2ccccc2)nc(N)c1C(C)=O	-20
COc1ccc(Oc2nc3c(c(=O)n(C)c(=O)n3C)n2Cc2cccc(OC)c2)cc1	-2
CC(Oc1ccccc1Cl)C(=O)N(Cc1ccco1)C1CCS(=O)(=O)C1 (stereo not drawn)	-3
O=C(Cc1ccc(-n2c(=O)[nH]c3ccsc3c2=O)cc1)NCCc1ccc(Cl)cc1	-6
C=CCN(C(=O)Cn1c(=O)n(-c2ccc(C)cc2)c(=O)c2sccc21)c1ccccc1	-12
CCCOc1ccc(C2C3=C(CCCC3=O)Nc3ccc4ccccc4c32)cc1 (stereo not drawn)	-6
COc1ccc(NC(=O)CN2CCC(NC(=O)C3CCCCC3)CC2)cc1	0
Cn1c(=O)c2c(nc(CN3CCOCC3)n2Cc2cccc3ccccc23)n(C)c1=O	-1
CCN(CC)CCCNCc1ccc([N+](=O)[O-])cc1	-1
CC1N=C2c3ccccc3N=C(SCc3ccc(F)cc3)N2C1=O (stereo not drawn)	0
CCOc1ccccc1NC(=O)CSc1nnc2c(CC)c(C)nc(N)n12	2
Cc1cccc(-n2c(Cc3cc(=O)[nH]c(=O)[nH]3)nnc2SCC(=O)NCC2CCCO2)c1 (stereo not drawn)	2
Cc1ccc(C(=O)Nc2cccc(-c3nc4cc(C)ccc4o3)c2)c(Cl)c1	-62
CSc1cccc(NC(=O)CN(c2cc(C)ccc2C)S(C)(=O)=O)c1	2
CCS(=O)(=O)c1ccc2oc(Nc3ccccc3C)nc2c1	-9
Cc1cccn2c(=O)c3cc(C#N)c(=N)n(Cc4cccnc4)c3nc12	-2
Cc1cc(NC(=O)CCC(=O)N(Cc2ccco2)C2(C(=O)NC3CCCCC3)CCN(C)CC2)no1	-9
O=C(COC(=O)c1ccc2c(c1)OCO2)NCc1ccc(Cl)cc1	-6
c1ccc(Cc2nc(NCc3cccnc3)c3c4c(sc3n2)CCCC4)cc1	-1
CCOC(=O)c1ccc(N2C(=O)C(=O)/C(=C(/O)c3ccc(OC)cc3)C2c2ccccc2[N+](=O)[O-])cc1 (stereo not drawn)	-15
Cc1c(Cl)cccc1N(CC(=O)NC1CCCCC1)S(C)(=O)=O	3
CC(C)N=C(NS(=O)(=O)c1ccc(Cl)cc1)c1ccccc1	0
CCn1c2ccccc2c2nnc(SCC(=O)N3CC(C)OC(C)C3)nc21 (stereo not drawn)	1
CC(=O)n1nc(-c2ccco2)nc1N	-2&0
O=c1oc(-c2ccc(I)cc2)nc2cc(Cl)ccc12	-11
O=C(CNS(=O)(=O)c1cccs1)N1CCN(c2ccccn2)CC1	1&-9
O=C(NCc1cccnc1)c1cc(-c2ccc(Br)cc2)on1	-13
COC(=O)C1=[N+]([O-])OC(C(=O)OC)C1c1c[nH]c2ccccc12 (stereo not drawn)	-3
Cc1c(NC(=O)Cc2cn(C)c3ccccc23)cccc1[N+](=O)[O-]	2
CCc1cccc(C)c1NC(=O)COc1ccccc1OC	-8
CN(Cc1ccccc1)S(=O)(=O)c1ccc2nc(-c3ccccc3)[nH]c2c1	-115

17 neighbouring records from above, for reference:
SMILES	14-3-3 PPI
C=CCN(C(=O)Cn1c(=O)n(-c2ccc(C)cc2)c(=O)c2sccc21)c1ccccc1	-12
CCCOc1ccc(C2C3=C(CCCC3=O)Nc3ccc4ccccc4c32)cc1 (stereo not drawn)	-6
COc1ccc(NC(=O)CN2CCC(NC(=O)C3CCCCC3)CC2)cc1	0
Cn1c(=O)c2c(nc(CN3CCOCC3)n2Cc2cccc3ccccc23)n(C)c1=O	-1
CCN(CC)CCCNCc1ccc([N+](=O)[O-])cc1	-1
CC1N=C2c3ccccc3N=C(SCc3ccc(F)cc3)N2C1=O (stereo not drawn)	0
CCOc1ccccc1NC(=O)CSc1nnc2c(CC)c(C)nc(N)n12	2
Cc1cccc(-n2c(Cc3cc(=O)[nH]c(=O)[nH]3)nnc2SCC(=O)NCC2CCCO2)c1 (stereo not drawn)	2
Cc1ccc(C(=O)Nc2cccc(-c3nc4cc(C)ccc4o3)c2)c(Cl)c1	-62
CSc1cccc(NC(=O)CN(c2cc(C)ccc2C)S(C)(=O)=O)c1	2
CCS(=O)(=O)c1ccc2oc(Nc3ccccc3C)nc2c1	-9
Cc1cccn2c(=O)c3cc(C#N)c(=N)n(Cc4cccnc4)c3nc12	-2
Cc1cc(NC(=O)CCC(=O)N(Cc2ccco2)C2(C(=O)NC3CCCCC3)CCN(C)CC2)no1	-9
O=C(COC(=O)c1ccc2c(c1)OCO2)NCc1ccc(Cl)cc1	-6
c1ccc(Cc2nc(NCc3cccnc3)c3c4c(sc3n2)CCCC4)cc1	-1
CCOC(=O)c1ccc(N2C(=O)C(=O)/C(=C(/O)c3ccc(OC)cc3)C2c2ccccc2[N+](=O)[O-])cc1 (stereo not drawn)	-15
Cc1c(Cl)cccc1N(CC(=O)NC1CCCCC1)S(C)(=O)=O	3

Other results:
SMILES	14-3-3 PPI
CC(=O)c1c(C)[nH]c(C(=O)OCC(=O)Nc2cc(C)on2)c1C	8
O=C(c1ccccc1)N1CCN(c2ccc(Cl)cc2)CC1	-6
Cn1c(=O)c(-c2ccccc2N)nc2ccccc21	4&1
CCOC(=O)C1=C(N)OC2=C(C(=O)CC(C)(C)C2)C1c1cccnc1 (stereo not drawn)	-4
S=C1NC2=C(CCc3ccccc32)C(c2ccccc2)N1 (stereo not drawn)	-5
Cc1nn(CCCC(=O)NCc2ccc(F)cc2)c(C)c1[N+](=O)[O-]	-11
Cc1ccc(C(=O)Nc2ccccc2)cc1S(=O)(=O)Nc1ccc(Oc2ccccc2)cc1	-9
Cc1ccc(NC(=O)CCCCCC2NC(=O)NC2C)cc1 (stereo not drawn)	-4
Cn1c(=O)cc(Nc2ccc(Cl)cc2)[nH]c1=O	-10
O=C(Nc1c2c(nn1-c1ccc([N+](=O)[O-])cc1)CSC2)c1ccc(S(=O)(=O)N2CCOCC2)cc1	-10
Cc1ncc(C[n+]2cccc3ccccc32)c(N)n1	4
COc1cc(C(=O)O)ccc1OC(C)=O	-9&4
CC1(C)C(c2ccc(Cl)cc2)=[N+]([O-])C2(CCCC/C2=N\O)N1O (stereo not drawn)	-6
COc1nc(-c2ccccc2)cc(-c2ccc(OC)c(OC)c2)n1	-9
CCOC(=O)C12C(=O)OC(C)(C)C1C2(CC)C(=O)c1ccc(Br)cc1 (stereo not drawn)	0
Cc1cc(N2CC(C(=O)O)CC2=O)ccc1Br (stereo not drawn)	-11
CC1(C)CC2CC(C)(CN2c2ccc(N3C(=O)C4CCCCC4C3=O)cc2[N+](=O)[O-])C1 (stereo not drawn)	4
COc1cccc(NC(=O)CC2Nc3ccccc3NC2=O)c1 (stereo not drawn)	1
CCOc1ccc(NS(=O)(=O)c2ccc3[nH]cc(C(=O)NC4CCCC4)c(=O)c3c2)cc1	-107
CC(=O)Cn1c(CN2CC(C)CC(C)C2)nc2c1c(=O)n(C)c(=O)n2C (stereo not drawn)	-5
CCCCNCCOCCOc1ccc(F)cc1	0
Cc1cc(C(F)F)n2nc(C(=O)NCc3ccccc3F)nc2n1	-4
Cc1ccc(-c2nn(C)c(=O)c3ccccc23)cc1S(=O)(=O)NCCO	-10
O=C(Nc1cccc([N+](=O)[O-])c1)C1C2C3CCC(C3)C12 (stereo not drawn)	0
Cc1noc(C)c1S(=O)(=O)Nc1ccc(C(=O)NCc2ccccc2)cc1	-4
COC(=O)C1C(=O)C2=C(CC1C)NC(C)=C(C(=O)OC1CCCC1)C2c1ccc(N(C)C)cc1 (stereo not drawn)	-8&-4
CN(C)CCNc1nc(-c2ccccc2)c2c(c1C#N)CC(C)(C)OC2	-21
Cc1cccc(OCC(=O)N2CCN(C(=O)CCC3CCCC3)CC2)c1	-3
Cn1cccc1Cc1nnc(SCC(=O)Nc2ccccc2)n1-c1ccc(F)cc1	-3
CCOc1cc2c(cc1OCC)C1C(C(=O)Nc3ccccc3F)c3ccccc3C(=O)N1CC2 (stereo not drawn)	11
CCOC(=O)c1cnc2cc(C(F)(F)F)ccc2c1Nc1ccc(C)cc1Br	-1
Nc1nonc1C(=O)OCC(=O)c1ccc([N+](=O)[O-])cc1	1
O=C(c1nn2c(c1Br)NC(c1ccco1)CC2C(F)(F)F)N1CCN(C(c2ccccc2)c2ccccc2)CC1 (stereo not drawn)	18
CCN(CCNC(=O)CCCn1nc(C)n2c(cc3sccc32)c1=O)c1ccccc1	-2
O=C(Cc1ccccc1[N+](=O)[O-])N1CCc2ccccc21	-7
CN(c1ccc(C(=O)NC2CC2)cc1)S(=O)(=O)c1ccccc1	-4
COC(=O)Oc1cc2oc(=O)sc2cc1Br	2
COc1ccc2nc3c(cc2c1)c(NC(=O)c1cccs1)nn3CC(C)C	-18
COc1cccc(-c2ccc3c(N)c(C(=O)Nc4ccccc4Br)sc3n2)c1	-25
COc1ccc(-c2noc(-c3cc([N+](=O)[O-])ccc3Cl)n2)cc1OC	-261
O=C(Nc1ccc(Cl)cc1)N1CCC(c2ccccc2)C1 (stereo not drawn)	-4
O=C(NCCCN1CCC(Cc2ccccc2)CC1)C1CC(=O)N(C2CCCCCC2)C1 (stereo not drawn)	-32
COc1ccc(C(=O)Nc2cccc(-c3nc4ccccc4o3)c2)cc1	-288
O=C(Cc1ccccc1)Nc1ccc2oc(-c3ccncc3)nc2c1	-5
CC(=O)c1cccc(NC(=O)NC(C)c2ccncc2)c1 (stereo not drawn)	-4
CCOC(=O)CNC(=O)CSc1nc(N(C)C)nc(N2CCOCC2)n1	-2
O=C(Cn1nnc2ccccc2c1=O)Nc1cc(C(F)(F)F)ccc1N1CCOCC1	-7
c1ccc(-c2cn3c(n2)CCC3)cc1	-3
CC1CCCCN1C(=O)CN(C)S(=O)(=O)c1cccc2nsnc12 (stereo not drawn)	4
c1ccc(-n2ncc3c2ncn2nc(-c4ccco4)nc32)cc1	-24
Cc1ccc(C(C(=O)NC2CCCCC2)N2CCCC2)cc1 (stereo not drawn)	3
CNC(=O)C1CCN(S(=O)(=O)c2ccc(OC)c(OC)c2)CC1	-3
O=C1c2sc3nnc(-c4ccccc4)c(=O)n3c2C(=O)N1c1ccccc1Cl	-27
Cc1ccc[n+](CC(N)=O)c1C	1
CC(=O)NC(Cc1ccc(F)cc1)C(=O)N1CCN(C(=O)NCc2ccccc2)CC1 (stereo not drawn)	-2
CCCCNC(=O)c1cc(Nc2ccc(CC)cc2)nc2ccccc12	6
ON=Cc1cccn1-c1ccccc1	1
Cc1cccc(C)c1Nc1c(-c2cccs2)nc2ccccn12	-4
O=C(c1ccc(S(=O)(=O)N2CCOCC2)cc1)N1CCN=C1SCc1ccccc1F	-7
CN(C)C(=O)N1CCC(C(=O)NC2CCCCCC2)CC1	-2
(listing goes on)
SMILES	14-3-3 PPI
CCOc1cc2[nH]c(=S)n(CCc3ccccc3Cl)c(=O)c2cc1OCC	-6
COc1cc(Br)cc2c1OC1(C)CC2NC(=S)N1c1ccccc1 (stereo not drawn)	-1
Cc1cccc(C)c1NC(=O)c1ncn[nH]1	-7
COc1ccc2c(c1OC)C(=O)OC2CC(=O)c1ccc(C)cc1 (stereo not drawn)	9
CC(=O)Oc1ccc(N(C(C)=O)S(=O)(=O)c2ccccc2)c2ccccc12	-11
CCCC(=O)N1c2cc(C)ccc2C(=C2SC(C(=O)OC)=C(C(=O)OC)S2)C(=S)C1(C)C	0
CCSc1nnc2c(n1)OC(c1ccccc1C)N(C(C)=O)c1ccccc1-2 (stereo not drawn)	-7
CCOC(=O)C1=C(C)NC(=S)NC1C1CC=CCC1 (stereo not drawn)	-5
CCOc1cc(C(=O)NCC2CCCO2)cc(OCC)c1OCC (stereo not drawn)	-1
CCN(CC)C(=O)c1c(NC(=O)c2ccccc2F)sc2c1CCC(C(C)(C)C)C2 (stereo not drawn)	4
C=CCNc1nnc(-c2cc3c(CO)cnc(C)c3oc2=O)s1	-2
COc1cccc(CN2CCCN(Cc3ccccc3F)C2c2cccc(OC)c2)c1 (stereo not drawn)	-11
CC(C)OCCCNc1ncc2c(n1)CC(c1ccc(N(C)C)cc1)CC2=O (stereo not drawn)	-6
OC1(c2ccc(F)cc2)CCN(Cc2ccccc2)C1 (stereo not drawn)	-4
COc1ccc(C(=O)c2sc(NC(C)C)nc2N)cc1OC	3
Cc1nn2c(=O)c(NC(=O)c3ccc(F)cc3)cnc2s1	-5
COC(=O)N1CCN(c2ccc(OC)cc2)CC1	-3
O=c1[nH]c2ccccc2nc1Cc1ccccc1F	-2

Assay outcomes: PubChem, Emory University Molecular Libraries Screening Center
